MBD2 DNA inh – inhibitors of MBD2 binding to methylated DNA, primary screen, biochemical, TR-FRET, DNA-binding domain, human. Methyl-CpG-binding domain protein 2 (Homo sapiens), Q9UBB5. MBD2 binding to methylated oligonucleotide. inhibition, % at 4.4 µM. actives 0.31% (n = 370,000). AID 686964, 2013; in the data active means inhibition above about 13%
Target sequence (Q9UBB5 whole entry, looked up, the tested form may be a part): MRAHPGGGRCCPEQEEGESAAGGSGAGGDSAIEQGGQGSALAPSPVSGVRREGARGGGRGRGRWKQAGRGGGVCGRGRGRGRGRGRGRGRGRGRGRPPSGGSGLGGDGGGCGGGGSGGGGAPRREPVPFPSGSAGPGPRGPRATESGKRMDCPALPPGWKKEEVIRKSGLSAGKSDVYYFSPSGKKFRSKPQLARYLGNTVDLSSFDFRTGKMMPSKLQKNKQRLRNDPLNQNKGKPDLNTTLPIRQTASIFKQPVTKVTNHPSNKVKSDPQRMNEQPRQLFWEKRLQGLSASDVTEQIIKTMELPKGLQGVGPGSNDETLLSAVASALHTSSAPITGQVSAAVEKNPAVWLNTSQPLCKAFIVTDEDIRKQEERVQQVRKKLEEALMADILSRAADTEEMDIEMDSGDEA
Rev-erbA mod – modulators of Rev-erb alpha DNA binding, primary screen, biochemical, FITC-DNA, fluorescence polarization, uHTS; Rev-erbα–FITC-DNA binding, 90 min; activity, % at 10 µM; actives 0.79% (n = 370,000); AID 1259318, 2017;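 active means activity above about 14%, limit read from the data; passing the limit was not always enough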;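 further: 0% = DMSO wells with 35 nM protein and 100% = DMSO wells with 750 nM protein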
PLCg1 inh – PLC-gamma1 enzyme inhibitors, primary screen, biochemical, fluorescence, purified enzyme | 1-phosphatidylinositol 4,5-bisphosphate phosphodiesterase gamma-1 (Homo sapiens), P19174 | fluorogenic substrate | inhibition, % at 12.2 µM | actives 0.84% (n = 370,000); in the data active means inhibition above about 9.5%
DAX1 inh-1 – DAX1 (NR0B1) inhibitors, primary screen, cell-based, HEK293, Gal4-DAX1, luciferase luminescence | Nuclear receptor subfamily 0 group B member 1 (Homo sapiens), P51843 | HEK293 Gal4-DAX1 luciferase reporter | inhibition, % at 6.75 µM | actives 0.99% (n = 340,000) | AID 504766, 2011;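 active means inhibition above the mean over all tested compounds plus 3 SD, cut at about 4.2% in these data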;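 further: 0% = DAX1-transfected cells with DMSO and 100% = empty-vector control cells with DMSO; inhibition shows as a rise in luminescence from relieved DAX1 repression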
hgDAF-12 ag – H. glycines DAF-12 receptor agonists, primary screen, cell-based, luminescence, HEK293, GAL4 fusion, UAS-luciferase | Nuclear hormone receptor DAF-12 (Heterodera glycines), GAL4 fusion | HEK293 GAL4-hgDAF12 UAS-luciferase reporter, agonist luminescence; normalized to butyrate control | activation, % at 6.8 µM | actives 1.8% (n = 370,000);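 active means activation above a cutoff set at the mean of all screened compounds plus 3 SD, cut at about 10% in these data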;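 further: 0% = DMSO wells and 100% = sodium butyrate wells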
DAX1 inh-2 – DAX1 (NR0B1) inhibitors on StAR promoter, primary screen, cell-based, luminescence, SF-1 (NR5A1), full-length DAX-1. AID 652010, 2013. HEK293T StAR-luciferase reporter, SF-1/DAX-1 repression relief. inhibition, % at 6.8 µM. actives 1.1% (n = 370,000);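 active means inhibition above the mean over all tested compounds plus 3 SD, cut at about 3.6% in these data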;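 further: 0% = DAX-1 cells with DMSO and 100% = cells lacking DAX-1 with DMSO; higher inhibition means more luminescence from relief of DAX-1 repression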
ssDAF-12 act – S. stercoralis DAF-12 nuclear receptor activators, primary screen, cell-based, luminescence, HEK293, GRIP1 co-expression, lit1-tk-luc. actives 1% (n = 370,000). activation, % at 6.8 µM. AID 652126, 2013. HEK293 ssDAF-12/GRIP1 lit1-tk-luc reporter; % of 3 µM dafachronic acid response;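 active means activation above the mean over all tested compounds plus 3 SD, cut at about 0.9% in these data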;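 further: 0% = DMSO-only wells and 100% = 3 µM delta7-dafachronic acid wells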
PLC-beta3 inh – human PLC-beta3 inhibitors, primary screen, biochemical, fluorescence; inhibition, % at 12.2 µM; actives 0.18% (n = 370,000); Purified PLC-beta3, fluorogenic substrate; in the data active means inhibition above about 11%;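 further: 0% = median of compound wells on plate and 100% = full blocker control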
SMARCA2 activ – SMARCA2 (BRM) function activators, primary screen, cell-based, luminescence, high throughput | MG213 cells, MMTV-luciferase reporter, dexamethasone, overnight | activation, % at 9.1 µM | actives 1% (n = 370,000) | AID 652017, 2013; in the data active means activation above about 7.8%;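 further: 0% = vehicle wells and 100% = reference activator wells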
ADAM17 inh – ADAM17 inhibitors, primary screen, biochemical, QFRET; Disintegrin and metalloproteinase domain-containing protein 17 (Homo sapiens), P78536; recombinant ADAM17, EDANS/DABCYL FRET peptide cleavage; inhibition, % at 6.95 µM; actives 0.83% (n = 370,000);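 active means inhibition above the mean of compounds lying between control limits plus 3 SD, set per campaign, cut at about 8.5% in these data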;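 further: 0% = DMSO-only wells as the low control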
Target sequence (P78536 215-824 limits assumed): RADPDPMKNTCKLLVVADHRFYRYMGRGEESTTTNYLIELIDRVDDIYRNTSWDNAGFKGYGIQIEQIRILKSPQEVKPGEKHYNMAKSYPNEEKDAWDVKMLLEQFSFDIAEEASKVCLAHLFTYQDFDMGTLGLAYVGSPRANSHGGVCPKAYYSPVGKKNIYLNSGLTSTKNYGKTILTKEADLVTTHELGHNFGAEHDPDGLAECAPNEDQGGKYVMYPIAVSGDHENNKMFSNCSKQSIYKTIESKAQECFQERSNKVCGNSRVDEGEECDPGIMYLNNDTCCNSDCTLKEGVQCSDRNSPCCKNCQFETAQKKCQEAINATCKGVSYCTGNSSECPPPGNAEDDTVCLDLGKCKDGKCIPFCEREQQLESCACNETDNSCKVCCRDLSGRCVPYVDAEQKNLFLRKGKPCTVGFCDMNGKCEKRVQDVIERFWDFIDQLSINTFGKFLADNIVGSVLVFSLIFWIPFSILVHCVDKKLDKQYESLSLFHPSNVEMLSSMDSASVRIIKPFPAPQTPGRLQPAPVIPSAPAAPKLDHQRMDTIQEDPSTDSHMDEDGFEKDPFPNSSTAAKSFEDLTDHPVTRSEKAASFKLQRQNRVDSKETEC
hcDAF12 agonist – H. contortus DAF-12 nuclear receptor activators, primary screen, cell-based, luminescence, HEK293, lit1-tk-luc reporter; actives 1.4% (n = 370,000); AID 652067, 2013; activation, % at 6.8 µM; HEK293 hcDAF-12 lit1-tk-luc reporter; 0% DMSO, 100% Δ7-dafachronic acid;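 active means activation above the mean of all tested compounds plus 3 SD, cut at about 5.5% in these data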;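 further: 100% = response to 3 µM Δ7-dafachronic acid high control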
An asterisk follows results filed as active; · = not tested or not shown.

SMILES	ssDAF-12 act	DAX1 inh-2	hcDAF12 agonist	MBD2 DNA inh	PLCg1 inh	SMARCA2 activ	Rev-erbA mod	ADAM17 inh	DAX1 inh-1	PLC-beta3 inh	hgDAF-12 ag
CC(=O)c1cccc(NC(=O)c2cccc(NC(=O)c3ccco3)c2)c1	-1.7	-0.8	-1.0	-6.9	-0.1	-3.6	44.6*	-5.9	-1.1	-8.4	0.2
Fc1ccc(-n2cc(-c3ccccc3)c3c(N4CCOCC4)ncnc32)cc1	-2.1	-2.5	-2.6	-1.8	-0.1	-2.4	-4.7	4.7	-1.7	-8.0	-3.0
COCc1cc(C)nc(N2CCNCC2)c1C#N	-1.4	0.7	-0.5	6.6	-13.8	-5.8	3.0	-32.6	0.2	-24.9	-1.1
CCCCNC(=O)C1CCCN1S(=O)(=O)c1cccc2nsnc12 (centres undefined)	-1.1	-0.6	-0.3	-3.9	-0.4	-0.6	-3.4	-4.2	-2.0	-8.8	5.5
Cc1ccc(NC(=O)CNC(=O)Cc2cccc3ccccc23)nc1	-0.8	0.2	3.1	-0.6	-3.4	0.1	3.6	-2.0	-0.5	-12.4	1.6
CC(C)(C)c1cc(C(=O)NNS(=O)(=O)c2ccccc2)n[nH]1	-1.3	-0.1	1.0	-1.4	7.2	-3.6	4.7	3.2	-0.2	-1.7	0.7
CCOc1ccc(NC(=O)Cn2nnc(-c3ccccc3NC(=O)c3cccs3)n2)cc1	-1.3	-0.3	-0.1	2.2	-3.0	-1.2	-14.8	-1.2	-0.4	2.4	2.4
COc1cc(CNc2nc3ccccc3n2Cc2ccccc2)ccc1O	-1.7	1.0	-0.5	-6.6	3.5	-3.9	-7.2	-4.1	1.1	-9.1	-1.7
O=[N+]([O-])c1ccc(N2CCCC2)nc1	-1.2	-0.6	3.4	-1.6	2.5	-2.3	-1.8	-0.6	·	-6.6	-1.1
COc1ccc(CCN2CC(C(=O)N(C)CCn3nc(C)cc3C)CCC2=O)cc1 (centres undefined)	-1.2	-0.5	0.2	1.9	2.9	-2.1	7.3	2.3	1.0	5.4	-1.6
Cc1onc(-c2c(F)cccc2Cl)c1C(=O)NCc1ccc(F)cc1	-1.4	-0.4	1.4	-4.8	-1.6	-1.8	1.3	1.6	0.2	-3.3	-0.2
CCOC(=O)[C@]12CCCC=C1N(CCC1=CCCCC1)C(=O)[C@H](CC(=O)N1CCN(C(=O)C3CC3)CC1)C2	-0.8	-0.5	0.7	4.0	3.0	-1.5	5.9	-6.1	·	-1.2	0.7
CCOC(=O)C1=C(C)N(CCCCCC(=O)O)C(=O)NC1c1ccccc1OS(=O)(=O)c1ccc(C)cc1 (centres undefined)	-1.4	0.0	-1.5	5.7	-0.4	1.6	-3.4	-2.9	0.4	0.1	0.9
O/N=C/C1=C(Cl)c2ccccc2CC1	-1.5	-0.7	-1.3	-2.4	9.3	-3.2	3.1	4.6	-0.9	5.2	-2.4
N#Cc1c(-c2ccccc2)nc(SCC(=O)Nc2ccccc2)[nH]c1=O	-0.7	0.4	0.7	2.9	-19.1	-0.7	-1.7	0.8	-0.3	-17.4	3.0
Cc1cccc(NS(=O)(=O)c2cccc(C(=O)N3CC(C)OC(C)C3)c2)c1 (centres undefined)	-0.5	-0.1	-1.7	2.5	-1.2	-1.2	-2.0	0.6	0.8	-2.2	3.0
CC(=O)Nc1ccc(NC(=O)C(C)Oc2ccccc2F)cc1 (centres undefined)	-0.5	0.0	-1.8	0.6	-0.7	-3.9	-5.9	-4.1	-0.6	0.4	-0.2
CCOc1ccccc1Oc1cn[nH]c1-c1ccc(OCC(=O)NN)cc1O	-1.1	-0.4	-1.3	-1.7	-0.5	-3.2	2.0	4.0	-0.2	0.5	-0.7
COC(=O)N/N=C/c1ccc([N+](=O)[O-])s1	-1.6	-1.6	-2.4	-0.1	-4.9	0.9	-4.4	-0.9	-2.5	-5.5	-4.2
CCN1CCN(Cc2ccc(NC(=O)c3cc(NC(=O)c4cnn(-c5ccccc5)c4N)cc(OC)c3)cc2C(F)(F)F)CC1	-0.8	-0.3	-2.3	-2.1	1.5	3.9	-9.6	-1.9	-0.6	-0.7	4.1

Full records, looked up by structure:
Shown for COc1ccc(CCN2CC(C(=O)N(C)CCn3nc(C)cc3C)CCC2=O)cc1 (centres undefined) : ssDAF-12 act: -1.2; DAX1 inh-2: -0.5; hcDAF12 agonist: 0.2; MBD2 DNA inh: 1.9; PLCg1 inh: 2.9; SMARCA2 activ: -2.1; Rev-erbA mod: 7.3; ADAM17 inh: 2.3; DAX1 inh-1: 1.0; PLC-beta3 inh: 5.4; hgDAF-12 ag: -1.6
Shown for CC(=O)Nc1ccc(NC(=O)C(C)Oc2ccccc2F)cc1 (centres undefined) : ssDAF-12 act: -0.5; DAX1 inh-2: 0.0; hcDAF12 agonist: -1.8; MBD2 DNA inh: 0.6; PLCg1 inh: -0.7; SMARCA2 activ: -3.9; Rev-erbA mod: -5.9; ADAM17 inh: -4.1; DAX1 inh-1: -0.6; PLC-beta3 inh: 0.4; hgDAF-12 ag: -0.2

The results go on:
SMILES	ssDAF-12 act	DAX1 inh-2	hcDAF12 agonist	MBD2 DNA inh	PLCg1 inh	SMARCA2 activ	Rev-erbA mod	ADAM17 inh	DAX1 inh-1	PLC-beta3 inh	hgDAF-12 ag
Cc1ccc(NC(=O)C2CCCN(C(=O)c3ccc(Cl)cc3)C2)c(C)c1 (centres undefined)	-1.5	-0.6	0.7	-3.5	0.1	0.7	-4.5	-3.9	-0.8	0.7	1.1
Cc1c(C)n2c(SCC(=O)NC3CCCCC3)nnc2[nH]c1=O	-1.1	1.2	-1.2	2.8	-9.1	-4.9	4.0	-4.6	-0.2	-8.6	4.0
C[C@H](CO)N1C[C@H](C)[C@@H](CN(C)Cc2ccccc2)Oc2ccc(NC(=O)CCCCCC(=O)Nc3ccccc3N)cc2C1=O	-0.9	1.8	2.5	-5.5	-0.5	-1.3	2.5	8.0	2.8	-0.9	15.8*
Cc1cc(C)c(NC(=O)CSc2nc3ccc(NC(=O)CSc4nnnn4-c4ccccc4)cc3s2)c(C)c1	0.1	-0.5	-1.4	0.5	0.7	0.0	1.9	-0.5	1.2	1.8	-0.1
COc1ccccc1COc1cccn2c(N(C)C(=O)CCC3CCCC3)c(C)nc12	-2.0	-2.1	-0.2	1.5	-2.5	-2.1	-1.2	1.6	·	-6.2	-2.2
COCCNS(=O)(=O)c1ccc(C)c(C)c1C	-1.1	-0.7	-1.3	6.8	1.5	-3.3	-2.4	-0.4	1.4	-1.1	-0.9
COc1cccc(CNC(=O)C2CCCN(S(=O)(=O)c3cccc4nonc34)C2)c1 (centres undefined)	-1.0	0.2	-2.6	1.8	-0.2	-2.6	3.1	1.0	-0.5	2.4	-1.8
O=C(O)c1ccc2c(c1)NC(=O)C(N1CCCC1)S2 (centres undefined)	-1.3	-0.1	-0.8	-1.5	0.8	-1.2	-2.3	1.0	1.6	-10.5	-1.5
CC(=O)Nc1nc(S(=O)(=O)c2ccc(C)cc2)c(Cl)s1	-0.8	-0.5	-1.5	5.8	-0.9	-0.9	3.6	-3.8	0.5	-0.3	1.3
O=C(O)c1cc(NC(=S)NC(=O)C(c2ccccc2)c2ccccc2)ccc1Cl	-1.1	2.4	0.0	3.2	7.0	-1.8	2.4	2.4	0.4	-9.2	-0.2
CCOC(=O)c1[nH]c(C)c(C(=O)N2CCN(c3ccccc3OC)CC2)c1C	-1.3	-0.7	-1.2	-0.6	0.7	0.9	4.1	-4.4	0.1	-4.3	-4.5
COc1ccccc1C(=O)NCCC(=O)NC1CCC(C)CC1 (centres undefined)	0.5	8.7*	3.6	-0.6	2.7	10.2*	-5.6	-4.9	1.1	0.8	7.8
COc1ccc(-c2sc(NC(C)=O)nc2-c2ccccc2)cc1	-1.3	-1.0	-3.7	5.8	-16.6	-1.9	1.0	4.9	-1.5	-25.3	-1.0
CCN1CCN(C(=O)CSc2nc3c(c(=O)n(C)c(=O)n3C)n2C)CC1	-1.3	0.5	1.9	-5.3	6.8	-3.1	6.0	5.7	0.7	1.8	-0.2
COc1cccc(NC(=O)Nc2cc(C(=O)NCC3CCCO3)ccc2N2CC3CC(C2)c2cccc(=O)n2C3)c1 (centres undefined)	-0.4	0.1	-1.8	-5.3	-0.3	0.3	3.4	-0.5	0.7	-4.3	-0.1
c1ccc2[nH]c(CN3CCOCC3)nc2c1	-1.3	-0.1	-2.5	2.4	0.2	0.2	1.0	-2.0	-0.7	0.6	3.6
Cn1c(=O)c2sccc2n2c(CCCC(=O)NCCc3ccc(S(N)(=O)=O)cc3)nnc12	-1.1	0.7	-0.4	-4.3	2.7	-2.0	-4.1	-0.4	2.1	-3.1	0.1
Cc1nn(Cc2ccccc2)c(C)c1NC(=O)CSc1n[nH]c(C)c1[N+](=O)[O-]	-1.8	1.1	-1.6	3.2	-5.2	-2.1	1.0	-0.7	-0.9	1.8	-0.2
O=C(Nc1ccc(Cl)cc1)N1CCOC12CCCCC2	-1.4	1.4	-2.5	0.8	2.6	-2.2	2.7	-0.4	0.1	-3.5	-0.1
CCn1c(SCC(=O)Nc2nccs2)nnc1-c1ccncc1	-1.2	-0.1	-1.9	4.2	-7.9	-4.4	4.8	-1.6	-0.5	1.7	0.0
Cc1ccc(NS(=O)(=O)c2ccc(C(=O)NCc3cccnc3)cc2)cc1	-1.2	-3.2	2.6	8.1	0.7	-3.9	2.7	4.0	-0.4	-8.6	0.0
CCCc1cc(=O)oc2cc(C)cc(OCC(=O)NCc3ccccn3)c12	-1.4	-0.7	-2.3	-4.4	-156.4	-2.2	-3.9	-105.6	0.0	-235.1	-0.8
CC1(C(=O)NS(=O)(=O)Cc2ccccc2)CCN1C(=O)Cc1ccc(-c2ccccc2)cc1 (centres undefined)	-1.1	0.4	0.1	5.4	0.2	8.3*	-0.9	-2.4	·	-5.0	0.8
CS(=O)(=O)NCCSCc1ccco1	-0.8	0.0	0.3	3.6	-3.7	0.2	·	-1.0	-0.9	-3.7	-1.4
Cc1oc(-c2ccc(Cl)cc2)nc1CN1CCCC(C(=O)NCc2cccnc2)C1 (centres undefined)	-2.1	-2.5	-2.9	-1.7	-0.8	-7.3	-3.3	-0.1	-5.2	1.6	-5.2
C=CCc1cccc(CNc2ccc(Br)cc2)c1O	-1.3	-0.9	-1.2	0.9	0.2	-2.8	2.5	0.7	-0.9	-5.0	-0.5
COc1ccc(CNc2cccnc2Cl)cc1	0.0	0.4	1.1	-2.1	1.9	1.4	-1.1	-5.2	·	-2.3	11.1*
COCCOC(=O)C1=C(C)Nc2ncnn2C1c1ccccc1 (centres undefined)	-0.8	-0.1	-0.9	3.0	-2.0	-2.2	0.1	-4.9	3.2	1.9	0.0

High-throughput results: PubChem, several laboratories
